Measles CPE: protection of cells from measles virus; Measles virus-infected cells, CPE protection, absorbance; protection (pct of control), % at 4 µM; 140,000 compounds, 1.5% hits; AID 841; in the data active = protection mostly above about 24%, no sharp cut-off; inactive = mostly below about 26%; note: some compounds called inactive have numbers as strong as hits
HCT116 PTEN-null: PTEN-deleted cell growth suppression | HCT116 PTEN-null viability, CellTiter-Glo, 60 h; hits give low values | viability, % at 10 µM | 140,000 compounds, 1.2% hits;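 active = viability at or below a set limit, 4 SD under the median of all tested compounds, cut at about 3.7% in these data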;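 note: PTEN knockout HCT116 line with beta catenin targeted HCT116 as companion control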
Yeast life ext: yeast lifespan extension; S. cerevisiae growth with nicotinamide, OD615; deaD strain in restrictive glucose medium; inhibition of the nicotinamide effect, % at 10 µM; 130,000 compounds, 0.68% hits; AID 775;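 active = inhibition above a set limit, placed 3 SD over the median of all compounds, cut at about 26% in these data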;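 note: 0% = nicotinamide-treated wells and 100% = cells grown without nicotinamide; some compounds called inactive have numbers as strong as hits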
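assay system = DeaD-strain S. cerevisiae | buffer or medium = restrictive glucose medium | reagent = 1.5 mM nicotinamide | compound = 10 µM single point, 0.25% DMSO | incubation = 48 h compound exposure at 30 °C, humidified | signal = OD615 measurement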
E-sel TNF inh: blocks E-selectin expression induced by TNF alpha | HUVEC TNFa-induced E-selectin immunofluorescence, high content | inhibition, % at 2 µM | 120,000 compounds, 0.71% hits;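 active = inhibition above the batch mean plus 3 SD, and confirmed as a hit on visual image review, cut at about 43% in these data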;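 note: 0% = TNF-stimulated DMSO wells and 100% = unstimulated control wells; not every result past the cut was called active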
Phagocyt inh: inhibitors of macrophage phagocytosis; J774A.1 macrophage IgG-bead phagocytosis, imaging; inhibition, % at 5 µM; 110,000 compounds, 0.07% hits; AID 1029;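 active = inhibition above the mean of the plate negative controls plus 5 SD, cut at about 13% in these data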;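 note: phagocytic index as fraction of beads internalized from green versus red external bead signal; plate controls were DMSO negative control for no effect and cytochalasin-D positive control for full effect; some results beyond the cut were filed as inactive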
GALR2 blocker: GALR2 (human) receptor antagonism; O43603; GALR2-expressing cells, antagonist mode; inhibition, % at 4 µM; 140,000 compounds, 0.39% hits; AID 828; in the data active = inhibition above about 27%;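 note: cells stimulated with galanin 1-16 at roughly its EC80; 0% = agonist challenge control and 100% = basal control without agonist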
Target sequence (O43603 whole entry, looked up): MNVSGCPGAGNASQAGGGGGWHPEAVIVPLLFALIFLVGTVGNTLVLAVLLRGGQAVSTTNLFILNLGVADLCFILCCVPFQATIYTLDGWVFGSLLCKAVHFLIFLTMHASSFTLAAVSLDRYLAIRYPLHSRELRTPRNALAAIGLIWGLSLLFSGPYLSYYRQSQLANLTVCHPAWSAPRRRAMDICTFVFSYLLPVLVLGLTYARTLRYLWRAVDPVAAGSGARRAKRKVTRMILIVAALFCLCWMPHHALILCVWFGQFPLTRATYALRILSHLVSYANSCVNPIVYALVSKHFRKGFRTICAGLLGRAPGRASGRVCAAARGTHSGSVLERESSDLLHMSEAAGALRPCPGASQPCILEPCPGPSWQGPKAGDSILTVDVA
NPY Y2 blocker: NPY-Y2 (human) receptor antagonism; NPY-Y2 expressing cells, antagonist mode; inhibition, % at 2.7 µM; 140,000 compounds, 0.99% hits; in the data active = inhibition above about 17%;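 note: 0% = vehicle with agonist challenge and 100% = reference antagonist with challenge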
Target sequence (P49146 whole entry, looked up): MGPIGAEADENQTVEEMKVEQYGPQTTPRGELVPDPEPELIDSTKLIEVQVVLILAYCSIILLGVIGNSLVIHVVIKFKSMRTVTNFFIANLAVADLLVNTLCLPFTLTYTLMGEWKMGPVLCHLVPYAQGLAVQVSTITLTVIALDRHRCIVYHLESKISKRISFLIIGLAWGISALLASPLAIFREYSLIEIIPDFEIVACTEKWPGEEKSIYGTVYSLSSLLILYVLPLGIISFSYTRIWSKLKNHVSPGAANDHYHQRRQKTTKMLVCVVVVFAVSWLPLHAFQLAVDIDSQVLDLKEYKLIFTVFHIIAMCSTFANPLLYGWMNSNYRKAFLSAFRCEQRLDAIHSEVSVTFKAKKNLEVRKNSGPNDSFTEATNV
BB579 growth dn: chemicals that inhibit yeast BB579 growth in restrictive medium (lifespan-shortening candidates); S. cerevisiae BB579 growth, OD615, 48 h; 140,000 compounds, 0.51% hits; inhibition, % at 10 µM;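 active = inhibition above a set limit, 3 SD over the mean compound inhibition, cut at about 44% in these data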; note: inactives centre near -24
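Detection: OD615 turbidity measurement; Material: Saccharomyces cerevisiae DeaD strain BB579, replicative lifespan model yeast; Timing: 48 h exposure, 30 °C; Doses: single 10 µM dose; Medium: CSMM-D restrictive synthetic medium containing dextrose (glucose); Controls: amphotericin B at 10 µg/mL as positive control.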
bCat KO growth: beta-catenin-lacking colon tumor cell growth suppression. viability, % at 10 µM. HCT116 beta-catenin knockout viability, CellTiter-Glo, 60 h; hits give low values. 140,000 compounds, 1.5% hits;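 active = viability at or under a set limit, the compound median less 4 SD, cut at about 6% in these data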;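 note: 0% = Hyamine 1622 control at 20 µM and 100% = untreated cell control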
MRP1 act: MRP-1 activation; H69AR cells + doxorubicin, viability rescue, CellTiter-Glo; viability increase, % at 10 µM; 140,000 compounds, 0.61% hits;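 active = viability gain under doxorubicin at or above a set limit, the compound median plus 3 SD, cut at about 4.7% in these data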;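 note: MRP-1 overexpressing cells given doxorubicin 25 µM after compound pretreatment; 18-22 h compound pretreatment then 72 h with doxorubicin before readout; 0% = doxorubicin-only wells and 100% = vehicle-treated cells without doxorubicin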
Starred values were filed as active, the others as inactive; . = not tested or not shown; & = joins results of further samples.

Sample of the layout, 2 compounds:
SMILES	Measles CPE	HCT116 PTEN-null	Yeast life ext	E-sel TNF inh	Phagocyt inh	GALR2 blocker	NPY Y2 blocker	BB579 growth dn	bCat KO growth	MRP1 act
Cc1cc(C)c2[nH]c(=O)c(C(c3nnnn3C(C)(C)C)N(Cc3ccco3)CC3CCCO3)cc2c1 (stereo not given)	12	27	-6	-9	3	-10	1	-53	32	-1.9
Cc1nonc1OCCNc1ccc([N+](=O)[O-])cc1	11	97	-3	.	-11	-6	9	-46	96	0.2

This part in full, from the start:
SMILES	Measles CPE	HCT116 PTEN-null	Yeast life ext	E-sel TNF inh	Phagocyt inh	GALR2 blocker	NPY Y2 blocker	BB579 growth dn	bCat KO growth	MRP1 act
Cc1cc(C)c2[nH]c(=O)c(C(c3nnnn3C(C)(C)C)N(Cc3ccco3)CC3CCCO3)cc2c1 (stereo not given)	12	27	-6	-9	3	-10	1	-53	32	-1.9
Cc1nonc1OCCNc1ccc([N+](=O)[O-])cc1	11	97	-3	.	-11	-6	9	-46	96	0.2
COC(=O)c1ccc(Oc2nc(NC(C)C)nc(SC)n2)cc1	13	66	-29	-14	8	4	1	-21	84	-0.7
O=C(CSc1nnc2scc(-c3ccc(Cl)cc3)n12)NCc1ccc2c(c1)OCO2	14	57	-14	-17	-1	-8	5	-8	66	-2.6
CCc1cccc(OCCCCNCCO)c1	3	96	-10	13	0	14	3	-9	100	-2.4
N#CCSc1nnc(COc2ccc3ccccc3c2)o1	46*	84	-13	-8	0	-6	2	-38	86	-1.6
C/C(=N\S(=O)(=O)c1ccc(C)cc1)N1CCN(S(=O)(=O)c2ccccc2)C1	12	86	-9	.	-1	11	6	-7	93	1.0
CNC(=O)CN1C(=O)CSc2nc(C)cc(C)c21	16	92	-6	7	1	2	-1	1	88	-3.9
CCc1ccc(-n2c(SCc3c(C)noc3C)nnc2-c2ccncc2)cc1	9	91	-3	0	0	-11	4	-3	89	-3.5
CC(=O)Nc1cccc(OCC(=O)NS(=O)(=O)c2ccc(Cl)cc2)c1	20	86	2	-36	-2	-4	2	-24	91	-1.2
Cc1ccc(NC2(C#N)C(=O)Nc3ccccc32)cc1 (stereo not given)	4	95	-5	-64	0	-4	0	5	81	-1.5
O=C(Cn1c(/C=C/c2ccccc2)nc2ccccc21)Nc1ccc(F)cc1	6	63	21	13	-8	5	7	-23	74	0.2
O=C(CSc1ccccn1)Nc1nc2ccccc2s1	14	90	-5	.	-12	-7	1	-6	85	-1.3
Cc1cccc(NC(=O)c2cnc3sccn3c2=O)c1C	11	87	-10	.	-1	13	2	-13	102	-1.3
Cc1nc2c(o1)CCc1ccccc1C2O (stereo not given)	11	105	3	-11	-1	-8	5	-68	89	-0.7
COC(=O)c1c(NC(=O)CSc2nc3ccccc3c(=O)n2Cc2ccco2)sc(C)c1C	8	61	-1	.	-12	9	4	-14	41	-2.8
Cc1cc(-c2n[nH]c(=S)n2/N=C/c2ccc(Br)s2)n[nH]1	16	82	0	.	-12	4	2	-19	85	-2.8
COc1ccc2ccccc2c1/C=N/O	13	93	-25	4	2	10	5	-22	94	-2.0
CN(C)C(=O)NC1CCCCCCCCCCC1	8	91	-6	.	0	0	-3	-49	94	-0.3
COCCCn1c(SCC(=O)N2CCc3ccccc32)nnc1-c1ccco1	4	92	.	21	.	3	4	-1	96	-3.6
CCOc1c(C)cc(-c2ncccc2O)cc1C	5&35	93&84	-20&-1	-3	-1&0	1&21	0&3	-53&17	98&101	-2.6&0.5
CCC(=O)c1ccccc1OCCCn1cncn1	7	94	-5	.	0	-6	-1	-79	95	-0.2
COc1ccccc1NC(=O)CSc1nc(O)cc(=O)n1-c1ccccc1OC	9	102	-1	-24	.	-1	-1	-46	95	-1.7
CSc1nc(NC(C)(C)C)nc(Oc2ccc(=O)[nH]n2)n1	8	98	-16	-2	1	-1	-1	-6	96	0.0
COc1ccccc1NS(=O)(=O)c1cc(NC(=O)Nc2ccc(Cl)cc2Cl)ccc1N1CCCCC1	5	47	-2	-4	-8	3	0	-31	47	-1.6
C=CCOc1c(Br)cc(CNc2ccc(NC(=O)C(C)C)c(OC)c2)cc1OC	5	73	-5	-16	.	-4	1	-8	59	-2.2
O=C(CCN1C(=O)/C(=C/c2ccc3c(c2)OCO3)SC1=S)Nc1ccccc1	8	89	-1	23	.	4	0	-48	87	0.5
CCOc1ccc(Cl)cc1CSc1n[nH]c(CC)n1	5	99	-14	-14	-3	1	6	16	90	0.0
O=C(NCC1(c2ccccc2)CCCC1)C(=O)N1CCOCC1	17	93	.	-7	.	12	-2	-11	87	0.4
O=C(Oc1ccc(N(Cc2cccs2)C2=NS(=O)(=O)c3ccccc32)cc1)c1ccccc1	16	70	-2	19	-1	-13	2	-95	63	2.7
O=C(CSc1ccccn1)Nc1nc2c(ccc3ccccc32)s1	7	93	-4	7	-9	6	2	-60	91	-3.1
CCOC(=O)C1=C(Cn2cnc3ccccc32)NC(=O)NC1c1ccc(OC)cc1 (stereo not given)	19	89	-8	7	0	-14	1	-37	96	-0.3
CCN(CC)c1ccc(-n2c(C)c(C(C)=O)c(C(C)=O)c2C)cc1	5	81	4	-7	-1	10	8	-25	84	-2.4
COc1cc(/C=C2/C(=O)NN(c3cccc(C)c3)C2=O)ccc1OC(=O)c1ccco1	7	99	0	.	-2	1	2	-10	97	2.1
Cc1ccc(Cl)cc1NC(=O)COC(=O)c1ccc(N2CCCC2)c([N+](=O)[O-])c1	4	64	4	18	-8	-2	3	-46	70	1.5
O=C(C1=C(O)C(=O)N(c2ncccn2)C1c1cccc(Cl)c1)c1ccco1 (stereo not given)	9	111	-15	21	1	-21	3	-12	95	-2.5
CCOC(=O)N=Nc1c(O)n(C)c2ccccc12	4	93	-2	.	-3	-13	-1	-12	97	-1.6
CCOC(=O)CC1C(=O)NCCN1C(=O)c1cc2c(=O)n3ccccc3nc2s1 (stereo not given)	13	95	-4	-3	7	-4	3	-5	96	-2.4
COc1ccc(CCNC(=O)COC(=O)C23CC4CC(CC(C4)C2)C3)cc1	9	95	6	.	.	2	4	1	97	1.8
N=c1sccn1CC(=O)Nc1ccc(S(=O)(=O)N2CCOCC2)cc1	2	108	-7	-15	-1	0	1	-27	95	-3.0
CCCCCCOC(=O)Sc1nc2ccccc2o1	9	96	-26	8	0	-7	1	81*	105	0.4
CCCNC(=O)CN(c1ccc(F)c(Cl)c1)S(C)(=O)=O	14	65	-7	-15	1	-1	0	-29	63	0.1
C=CCn1c(O)c(N=Nc2nc3ccccc3c(=O)n2-c2ccccc2)c2ccccc21	6	59	-2	.	-5	3	2	-25	61	-3.5
O=C(O)CCSc1nnc(-c2ccccc2)n1-c1ccccc1	15	100	.	-13	-1	9	0	-29	96	1.2
S=C(Nc1ccccc1)Nc1ccc(Cl)cc1Cl	15	99	-7	9	0	-4	5	-12	91	-2.4
O=[N+]([O-])c1c(NCCCO)cc(Sc2nc3ccccc3s2)c2nonc12	2	3.6*	-16	.	.	18	1	6	2.3*	-5.2
Cc1oc2nc(SCC(=O)NCc3cccnc3)nc(N)c2c1C	5	120	-4	-9	0	-6	5	-67	107	-0.9
CCOC(=O)c1c(NC(=O)CN2CCN(C(=O)c3ccco3)CC2)sc2c1CCCC2	5	25	.	15	.	-5	5	-34	37	-7.3
COC(=O)/C=C(\C)NC(=O)c1cccs1	5	101	-23	-20	-2	1	0	-40	108	1.3
COc1ccc(S(=O)(=O)Cc2ccc(C(=O)N3CCN(Cc4ccccc4)CC3)o2)cc1	25	95	-2	-23	-1	2	3	-17	91	-3.2

Next part:
SMILES	Measles CPE	HCT116 PTEN-null	Yeast life ext	E-sel TNF inh	Phagocyt inh	GALR2 blocker	NPY Y2 blocker	BB579 growth dn	bCat KO growth	MRP1 act
Cn1c(=O)n(C)c2cc(S(=O)(=O)NCCOCCO)ccc21	15	111	-5	0	-1	-2	0	-55	101	0.6
O=C(CCn1c(SCC(=O)NCc2ccco2)nc2ccccc2c1=O)NCCc1ccccc1	3	99	3	.	-2	-6	2	-93	91	-1.5
O=C(NCc1nnc2n1CCCCC2)c1ccc(Cl)cc1Cl	17	97	-3	-7	-1	2	1	-4	92	-1.7
O=C(CCC(=O)N1CCN(S(=O)(=O)c2ccccc2)CC1)NC1CCCc2ccccc21 (stereo not given)	6	89	-4	-3	0	2	-3	23	95	-2.2
Cc1c2cn[nH]c(=O)c2c(C)n1Cc1ccc(F)cc1	1	100	-8	-2	0	17	4	-39	100	-1.1
Cc1cc(C)n(-c2ccc(C(=O)OCC(=O)Nc3ccccc3[N+](=O)[O-])cc2)n1	18	94	5	25	3	4	5	-18	95	-0.2
Cc1cc(=O)oc2cc(OCC(=O)NCc3ccccn3)ccc12	9	89	0	16	.	11	0	-22	96	-2.9
Cc1c(C(=O)OC2CCC(C)CC2)[nH]c2c1C(=O)CCC2 (stereo not given)	24	83	-4	.	0	8	1	1	84	5.2*
CC(=O)Nc1c(C(=O)NCc2ccccc2)nnn1Cc1ccccc1	13	104	1	.	-1	-6	2	-5	101	1.2
O=C(CN1CCOCC1)Nc1scc(-c2ccccc2)c1C(=O)N1CCOCC1	1	101	-18	3	1	1	4	0	95	-1.5
CCCNC(=O)OC[C@H]1O[C@H](CCO/N=C/[C@@H](NS(=O)(=O)c2ccc(C)cc2)[C@H](C)/C=C/CC(=O)OC)C=C[C@@H]1Oc1ccc(OC)cc1	4	0.2*	4	.	.	-13	0	-21	0.6*	-2.9
COc1ccc(-c2nn(-c3ccccc3)cc2/C=N/NC(=O)c2cccc(S(=O)(=O)Nc3ccccc3Cl)c2)cc1	1	25	-6	.	-6	-3	-2	-51	22	1.2
CCCNC(=O)NC(=O)COC(=O)CC(NC(N)=O)c1ccc(Cl)cc1 (stereo not given)	3	103	0	6	-2	5	0	-35	95	-0.1
CC1(C)OC(=O)C(=CNc2ccccc2F)C(=O)O1	15	102	-15	11	-1	-8	1	-32	108	1.5
COc1ccc(-c2cn3c(C)c(C(=O)N4CCN(c5ccc(F)cc5)CC4)sc3n2)cc1	31	98	0	1	0	0	-1	-25	105	-1.5
CC(=O)N(Cc1ccc(F)cc1)C1=C(NCCc2ccccc2)C(=O)c2ccccc2C1=O	5	2.3*	23	3	-2	10	-1	-99	1.9*	-2.7
O=C(CN1CCN(S(=O)(=O)c2ccccc2)CC1)Nc1ccc2c(c1)CCC2	3	96	0	10	-5	-5	0	-20	97	-1.7
Cc1ccc(-c2ccnc3nc(Sc4ncc(C(F)(F)F)cc4Cl)nn23)cc1	6	88	0	-31	0	15	5	-38	80	-3.4
Nc1nnc(CC(=O)N/N=C/c2ccc(-c3ccccc3)o2)s1	20	72	-5	.	-7	0	2	-22	95	-0.7
CCOc1ccccc1NS(=O)(=O)c1ccc(Br)s1	4	83	-21	-20	4	-14	0	-14	79	-3.2
O=C(COC(=O)CN1C(=O)C(=O)c2ccccc21)OCN1C(=O)c2ccccc2C1=O	3	99	-1	.	-13	6	2	0	92	-1.1
Cc1ccc(OCCN2CCN(c3ncnc4sc(C)c(C)c34)CC2)cc1	8	13	-5	.	-1	12	13	-41	10	0.0

Bioassay records deposited in PubChem BioAssay by several laboratories.

Compounds were not picked by outcome, and some 6.3% of all compounds hit somewhere here.
